Source: PubChem BioAssay (several laboratories)
NF-kB expr up – activators of NF-kB expression in neurons, primary screen, cell-based, HTS; human neuronal cells, NF-kB reporter expression; stronger effect = higher value; fold change at 12.5 µM; 190,000 compounds, 1.6% hits; in the data active = fold change above about 3.3
APP 5'UTR act – activators of APP 5'UTR luciferase reporter, primary screen, SH-SY5Y cells; activation, % at 2 µM; SH-SY5Y APP 5'UTR luciferase reporter, luminescence; zero percent = DMSO vehicle wells; 190,000 compounds, 1% hits;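 active = activation above a set limit, based on mean plus 3 SD of controls, cut at about 140% in these data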; also: values of inactives mirror those of a sister screen read the other way
* marks the source's active call; other numbers are inactive results; . = not tested or not shown. A portion of the library; the hit share may differ from the screen's.

SMILES	NF-kB expr up	APP 5'UTR act
Cc1ccc(C(=O)Nc2ccc(Cl)cc2C(=O)c2ccccc2)cc1	.	-2
CCN1CCC(O)(c2ccccc2)C(C(=O)c2ccccc2)C1 (centres undefined)	.	-12
CC(C)NS(=O)(=O)c1ccc(OCC(=O)N2CCN(Cc3ccccc3)CC2)cc1	.	5
O=S(=O)(c1ccc(F)cc1)N1CCCCC1c1cccnc1 (centres undefined)	.	-9
CCNC(=O)C1OC(n2cnc3c(N)ncnc32)C(O)C1O (centres undefined)	.	8
COCCCNC(=O)c1c(NC(=O)c2ccccc2)n(Cc2ccccc2)c2nc3ccccc3nc12	.	-1
Cc1nc2cc(-c3ccc(Cl)cc3)nn2c(C)c1CCC(=O)N1CCC2(CC1)OCCO2	.	-50
CN1CCC2(CC1)NC(=O)C1=C(CN(C)CC1)N2	1.2	-8

Single records, as listed above. Order of screens: NF-kB expr up, APP 5'UTR act
Cc1nc2cc(-c3ccc(Cl)cc3)nn2c(C)c1CCC(=O)N1CCC2(CC1)OCCO2 is listed with ., -50
CCN1CCC(O)(c2ccccc2)C(C(=O)c2ccccc2)C1 (centres undefined) is listed with ., -12

Random excerpt: 3 compounds from above
SMILES	NF-kB expr up	APP 5'UTR act
COCCCNC(=O)c1c(NC(=O)c2ccccc2)n(Cc2ccccc2)c2nc3ccccc3nc12	.	-1
CCN1CCC(O)(c2ccccc2)C(C(=O)c2ccccc2)C1 (centres undefined)	.	-12
Cc1ccc(C(=O)Nc2ccc(Cl)cc2C(=O)c2ccccc2)cc1	.	-2
